Bioassay records as filed in PubChem BioAssay.
esBAF inh = blocks esBAF chromatin remodeling in mouse ES cells; reporter increase, % at 12.5 µM; 350,000 compounds, 2% hits; Bmi1-luciferase knock-in reporter, 24 h; 100% = twice the neutral-well signal; in the data active means activation above about 40%; inconclusive means no clear call, values can overlap the other calls;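 further: 0% = median of the plate's neutral control wells and 100% = double that signal; a rise in the Bmi1 reporter signal indicates esBAF inhibition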
RAD54 branch = blocks human RAD54 Holliday junction branch migration; 360,000 compounds, 0.14% hits; inhibition, % at 10.4 µM; Q92698; FAM/BHQ fluorescence;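 active means mean normalized replicate activity at least 40 and at least half of replicates scoring 40 or more; inconclusive means only one of the two criteria met; inactive means mean below 40 and under half of replicates reaching 40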;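 further: 0% = median of neutral control wells and 100% = median of positive control wells; inhibitors cause a drop in the FAM fluorescence signal; in these data hits start at about 50%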
Target sequence (Q92698 whole entry, looked up): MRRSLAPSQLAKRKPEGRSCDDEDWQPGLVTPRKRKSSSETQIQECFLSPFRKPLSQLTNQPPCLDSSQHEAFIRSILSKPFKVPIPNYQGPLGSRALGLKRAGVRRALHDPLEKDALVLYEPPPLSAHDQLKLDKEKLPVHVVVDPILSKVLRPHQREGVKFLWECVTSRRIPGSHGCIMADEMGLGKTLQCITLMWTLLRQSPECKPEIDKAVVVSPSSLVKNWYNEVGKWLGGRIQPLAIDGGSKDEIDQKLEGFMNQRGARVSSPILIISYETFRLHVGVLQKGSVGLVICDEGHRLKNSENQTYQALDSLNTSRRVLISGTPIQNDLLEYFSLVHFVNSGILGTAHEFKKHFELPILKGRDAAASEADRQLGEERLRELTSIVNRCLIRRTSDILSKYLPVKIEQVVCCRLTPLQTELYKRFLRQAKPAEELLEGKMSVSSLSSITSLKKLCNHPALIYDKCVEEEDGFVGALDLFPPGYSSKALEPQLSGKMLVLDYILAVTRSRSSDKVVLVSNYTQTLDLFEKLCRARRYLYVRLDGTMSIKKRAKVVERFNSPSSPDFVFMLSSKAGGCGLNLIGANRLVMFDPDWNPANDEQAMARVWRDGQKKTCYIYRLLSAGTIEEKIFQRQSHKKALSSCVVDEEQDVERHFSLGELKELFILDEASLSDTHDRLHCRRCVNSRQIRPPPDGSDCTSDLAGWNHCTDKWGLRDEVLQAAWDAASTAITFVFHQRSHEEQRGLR
The depositor's hits bear a star; ? = inconclusive.

SMILES	esBAF inh	RAD54 branch
COc1ccc(CCC(=O)Nc2ccc3c(c2)OCCO3)cc1	-0.6	0.5
O=C1C(=O)N(CCCc2ccccc2)c2ccccc21	21.8	13.6
CN(C(=O)COc1ccccc1)c1nnc(-c2ccncc2)s1	-7.4	-1.9
CCOC(=O)C(=CNc1ccc(C)cc1C)C(=O)OCC	3.1	-1.4
CC1(C)Cc2c(c(-c3ccccc3)nc(N3CCCC3)c2C(N)=O)CO1	-1.4	2.7
C=CCn1c(CSc2nc3ccccc3s2)nnc1SCC(=O)NCc1ccco1	-8.4	-13.1
COc1cccc(C(CC(=O)Nc2cccc3ccccc23)NC(=O)c2ccccc2)c1 (centres undefined)	3.1	-12.3
CC(OC(=O)c1cc2sccc2n1C)C(=O)NCc1ccc2c(c1)OCO2 (centres undefined)	-6.5	-8.9
CCCn1c2ccccc2c2nnc(SCC(=O)Nc3cc(C)on3)nc21	-3.9	-0.7
COC(=O)c1c(NC(=O)CN2CCN(c3ccccc3)CC2)c2c(C)cccc2n1C	-3.0	-2.2
Cc1ccc(CNC(=O)CCCC(=O)O)cc1	-7.1	-6.3
N#C/C(=C1\CCCN1)c1ccc2ccccc2n1	8.3	2.8
Cc1ccccc1NC(=O)CSc1nnc(-c2ccccc2)n1-c1ccccc1	-6.4	4.5
COc1cc(/C=N/n2cnnc2)ccc1OC(=O)c1ccncc1	1.5	0.2
COc1cc(C2Sc3ccccc3NC3=C2C(=O)OC3)cc(OC)c1OC (centres undefined)	1.8	-0.4
CCOC(=O)Nc1oc2ccccc2c(=O)c1C	-2.9	2.2
O=C(NCc1ccco1)c1ccccc1-c1ccccc1	-9.0	3.4
COc1cccc(-c2cnc(C(O)c3ccc(C)c(F)c3)[nH]2)c1 (centres undefined)	12.2	0.9
CC(C)c1ccc(-c2nc(N3CCCCC3)[nH]c(=O)c2C#N)cc1	2.7	-0.8
Cc1cnc(NC(=O)c2ccco2)s1	20.5	-2.1
Cc1ccc(OCC(=O)N2CCC(N3CCCCCC3)CC2)cc1	-7.0	9.9
CN(C)C(=O)CSc1nnc(C23CC4CC(CC(C4)C2)C3)o1	29.7	2.3
Cc1cc(NC(=O)CSc2cn(CCNC(=O)c3ccccc3)c3ccccc23)no1	47.0*	-1.7
COc1ccc(NC(=O)CN2CCN(C3c4ccccc4-c4ccccc43)CC2)c(OC)c1	6.4	0.3
COc1ccc(-n2c(SCC(N)=O)nc3nc4c(cc3c2=O)COC(C)(C)C4)cc1	0.1	0.2
CC1(C)CC(=O)c2cc(OCC(=O)N3CCOCC3)ccc2O1	-2.4	-3.3
Cc1ccc(S(=O)(=O)Cn2nnnc2CN(Cc2ccco2)Cc2cccs2)cc1	7.0	-15.6
Cc1cccc(C)c1OCC(=O)Nc1cccc(NC(=O)c2ccco2)c1	1.9	-15.8
Cc1ccc(Cl)cc1N1CCN(C(CC(C)C)c2nnnn2CC2CCCO2)CC1 (centres undefined)	-6.4	2.4
CCc1ccccc1NC(=O)CCN1C(=O)c2ccccc2C1=O	-7.2	-6.5

Ordered by the number under esBAF inh (lowest first): some entries from above.
SMILES	esBAF inh
O=C(NCc1ccco1)c1ccccc1-c1ccccc1	-9.0
COc1ccc(NC(=O)CN2CCN(C3c4ccccc4-c4ccccc43)CC2)c(OC)c1	6.4
CN(C)C(=O)CSc1nnc(C23CC4CC(CC(C4)C2)C3)o1	29.7

The list goes on:
SMILES	esBAF inh	RAD54 branch
O=C(O)C1C2C=CC(C2)C1C(=O)OCc1ccccc1 (centres undefined)	-0.8	-16.7
COc1ccc2c(c1)C(=O)N(c1ccccc1OC)C(=O)C2(C)C	-6.8	-6.6
CC1CCN(CC(=O)N2c3ccccc3CCc3ccccc32)CC1	5.2	-14.9
CCc1ccc(-c2cc(C(=O)NN3CCOCC3)c3ccccc3n2)cc1	25.0	0.5
O=C(Oc1ccnc2cc(Cl)ccc12)N1CCCCCC1	12.0	-2.9
COCCCn1c(SCc2cc(=O)[nH]c3ccccc23)nnc1-c1ccco1	-16.2	-13.2
C=CCOn1c(=O)c(=O)n(OCc2ccccc2)c2ccccc21	-2.5	-2.4
Cc1c(C(=O)O)[nH]c2c1C(=O)CC(c1ccccc1)C2 (centres undefined)	5.6	-3.0
COc1ccc(C(=O)Nc2ccc(S(=O)(=O)Nc3nccnc3OC)cc2)cc1OC	-1.6	-3.1
Cc1ccc(-n2ncc(C(=O)NCc3ccc4c(c3)OCO4)c2NC(=O)c2ccco2)cc1C	3.4	8.8
CCN(CC)C(=O)Nc1c(C)n(C)n(-c2ccccc2)c1=O	-8.1	-2.9
O=c1c(/C=N/O)coc2ccc3ccccc3c12	23.6	5.0
O=C(NCCNc1ccc([N+](=O)[O-])cc1C(F)(F)F)c1ccccc1F	-31.1	-0.8
COc1cc([N+](=O)[O-])ccc1NC(=O)CCCOc1cccc(C)c1	5.2	-17.7
COc1ccc(-c2noc(CCC(=O)Nc3ccc(C)c(C)c3)n2)cc1	8.3	1.5
COc1ccc(C(c2nnnn2C(C)(C)C)N2CCN(C)CC2)cc1OC (centres undefined)	-7.4	-11.5
CCNCCNc1ccc(Cl)cc1[N+](=O)[O-]	-8.5	9.0
Cc1nc2ccc(NS(=O)(=O)c3ccc4c(c3)OCCO4)cc2s1	-51.4	-12.0
COc1cc2c3c(c1)-c1c(sn(-c4cc(OC)ccc4OC)c1=S)C(C)(C)N3C(=O)C2=O	-5.5	3.3
O=C(O)c1ccc(NC(=O)C2CC=CCC2C(=O)O)cc1 (centres undefined)	-4.9	-2.7
C=C(C)C1CC=C(C)/C(=N/NC(=O)c2ccc(NC(=O)CCC)cc2)C1 (centres undefined)	-0.8	2.6
CC(=O)Nc1cc(C(=O)N2CCCC2)ccc1S(=O)(=O)c1ccc(C)cc1	-8.2	9.3
COc1ccc2c(c1)CCc1sc(NC(=O)c3ccc(C)cc3)nc1-2	2.9	-13.2
COC1=C(OC)c2ccccc2C(C(=O)O)N/C1=C(/C)Nc1ccncc1 (centres undefined)	-7.9	-0.5
O=C(NCc1ccccn1)C1CC(c2ccc(Cl)c(Cl)c2)=NO1 (centres undefined)	-15.6	2.6
CC(=O)c1c(C)[nH]c(C(=O)CSc2nnc(C3CCCCC3)n2N)c1C	8.5	-1.3
COc1ccc(C/C(N)=N/OC(=O)Cc2ccccc2)cc1	-0.7	-5.1
CCOC(=O)Cc1ccc(NC(=O)c2ccc(C(C)(C)C)cc2)cc1	-72.1	8.8
CC(=O)c1cccc(NC(=O)N2CCCC2C(=O)Nc2cccc(C)c2C)c1 (centres undefined)	-2.8	1.3
Cc1ccc(C(=O)CSc2nnc(-c3ccc4[nH]c(C)c(C)c4c3)o2)cc1C	-4.6	-6.6
O=C(Cc1cccs1)N(Cc1cccs1)C1(C(=O)NC2CCCC2)CCCCC1	-7.8	-13.9
COCCCN1C(=O)C(O)=C(C(=O)c2ccco2)C1c1cccc(Br)c1 (centres undefined)	1.8	2.7
COC(=O)Nc1ncc(CN2C(=O)c3ccccc3C2=O)s1	7.5	2.3
COc1ccc(N(C(=O)c2ccc(Cl)cc2)C2=CC3CCC(C2)N3C)cc1 (centres undefined)	-2.2	-0.3
CCCc1nnc(NC(=O)CCC(=O)NCc2ccccc2OC)s1	0.8	3.0
CC1CCCCC1NC(=O)c1ccc(S(=O)(=O)NCc2ccco2)cc1 (centres undefined)	-7.5	-1.4
Cc1ccc2nc(NCCO)nc(-c3ccccc3)c2c1	-2.0	3.6
Nc1nnnn1CC(=O)OCc1cccc(Br)c1	-6.8	4.0
Cc1cccc(OCC(=O)N(Cc2cccs2)C2CCS(=O)(=O)C2)c1 (centres undefined)	2.5	1.4
O=C1CC(c2ccco2)CC(O)=C1C=Nc1ccc(Br)cc1 (centres undefined)	12.3	-4.9
O=C(Nc1cc2c(oc1=O)CCCC2=O)c1ccccc1	24.4	-2.5
CC(=O)CSc1nc2ccccc2s1	4.9	1.5
COc1ccc(-c2nnn(CC(=O)NCc3ccccc3)n2)cc1OC	4.7	-3.6
CCn1c(C(=O)N2CCc3ccccc3C2)cc2oc3ccccc3c21	-1.8	-5.4
CCCn1c(NC(=O)c2ccc(Br)cc2)nc2ccccc21	9.0	5.5
CCCc1cc2c(c(NC(C)=O)n1)c(=O)oc1ccccc12	-5.2	-4.5
CCOC(=O)Cc1cc(=O)[nH]c(/N=C(\N)Nc2ccc(C)cc2C)n1	10.0	1.5
Cc1cc2c(c(=O)o1)C(C13C=CC(CC1)C3)C(C#N)=C(N)O2 (centres undefined)	-4.9	-13.8
O=C(Nc1ccccc1)NC1CCS(=O)(=O)C1 (centres undefined)	-4.4	-3.0
CC1(C)CC2(CCO1)N1CC3(C)CN2CC(C)(C1)C3O (centres undefined)	-7.2	-0.3
CCCCN(C)/C=N/c1c(C#N)cnn1-c1ccc(C)cc1	-5.4	-6.0
O=C1c2ccccc2C(=O)N1Cc1nn2c(-c3ccc(Cl)cc3)nnc2s1	-7.9	2.1
CCOc1ccc(-c2nnn(CC(=O)Nc3cccc(OC)c3)n2)cc1OCC	-0.4	5.2
Cc1nc(C)n(CC(O)COc2ccc3ccccc3c2)n1 (centres undefined)	-5.8	-1.2
CCn1cnc2c1c(=O)n(CC(=O)Nc1ccc3c(c1)OC(F)(F)O3)c(=O)n2Cc1ccccc1	2.8	4.0
O=C(Nc1cc(C(F)(F)F)ccc1N1CCCC1)c1cccnc1	-14.9	-4.7
COc1ccc(Cn2c(=O)[nH]c3cc(C(=O)N4CCN(c5ccc(OC)cc5)CC4)ccc3c2=O)cc1	1.8	-0.7
O=C(C(c1ccccc1)c1ccccc1)N1CCC(c2nc(-c3ccccc3Cl)no2)CC1	1.4	-3.8
COc1ccccc1CC(=O)O/N=C(\N)Cc1cccc2ccccc12	-2.3	5.8
CCC(=O)N1CCc2cc(S(=O)(=O)N3CCN(C(=O)c4ccco4)CC3)ccc21	0.4	7.1
Continuation.
SMILES	esBAF inh	RAD54 branch
CCCOC(=O)c1ccc(Oc2cn[nH]c2-c2ccc(OC)cc2O)cc1	-1.8	7.2
CC(NC(=O)Nc1ccccn1)N1C(=O)C2C3C=CC(C3)C2C1=O (centres undefined)	-4.9	0.2
O=C(COC(=O)C1(c2ccccc2F)CCCC1)NC1CCS(=O)(=O)C1 (centres undefined)	-3.0	3.0
NC(=O)CSc1nc(-c2ccccc2)c(-c2ccccc2)o1	-2.6	-3.8
CNC(=O)C1CC(=O)N(c2ccc(F)c(Cl)c2)C1 (centres undefined)	-1.8	-7.1
O=C(Nn1cc(C(=O)N2CCN(c3ccccc3F)CC2)c2ccccc2c1=O)c1cnccn1	-0.8	-0.8
CCOC(=O)C(Cc1ccccc1)C(=O)Nc1nccs1 (centres undefined)	4.0	4.1
COc1cc(S(=O)(=O)N2CCCCC2)ccc1NC(=O)/C=C/c1ccccc1	-19.2	-3.1
COc1ccc(-c2cc(C(F)(F)F)nc(SCC(=O)NCc3cccs3)n2)cc1	0.9	0.2
COc1ccc(Cn2nnnc2C(c2cccs2)N2CCN(c3ccccc3)CC2)cc1 (centres undefined)	-9.9	6.7
COc1ccccc1NC(=S)NNC(=O)c1cc(C)nn1C	21.6	-0.6
Cc1ccc(C)c(S(=O)(=O)Nc2ccccc2C(=O)Nc2ccccc2N2CCOCC2)c1	-4.2	4.2
CCOc1cc(N2CCOCC2)c(OCC)cc1NC(=O)COC(=O)[C@H](Cc1c[nH]c2ccccc12)NC(C)=O	-3.5	-3.5
COC(=O)C(N)Cc1ccc(O)c(O)c1 (centres undefined)	-5.5	3.9
COc1ccc2c(c1)-c1ccccc1S(=O)(=O)N2C	3.8	1.4
O=C(Cn1c(-c2cscn2)nc2ccccc21)Nc1cc(F)ccc1F	15.4	2.8
CCn1c(SCc2nc(-c3ccccc3)no2)nnc1-c1ccco1	14.1	5.9
CCC(=O)N1CCc2cc(S(=O)(=O)NC(C(=O)N3CCc4ccccc4C3)C(C)C)ccc21 (centres undefined)	-4.2	-6.1
O=C(COc1ccc(F)cc1Br)NCc1ccccn1	?	1.4
COc1ccccc1N1CCN(/N=C/c2cc(OC)c(OC)c(OC)c2)CC1	2.9	-8.0
CC(C)=CC(=O)Nc1ccc2c(c1)OCO2	-15.2	-4.4
N#CCCN1CCN(C(CNS(=O)(=O)c2ccc(Cl)cc2)c2ccccc2)CC1 (centres undefined)	-0.7	0.1
Cc1cccc(OCCOCCSc2ncccn2)c1	28.4	-1.6
Cc1ccc(N2CC3=C(C2=O)C(c2ccccc2)NC(=O)N3C)cc1 (centres undefined)	-8.4	4.6
COc1ccc(-n2c(C)c(C)c3c(NCCO)ncnc32)cc1	19.4	-2.0
Cc1cc(C)nc(-n2nc(C)cc2NC(=O)COC(=O)CCC(=O)c2cccs2)n1	-1.6	2.5

Among those listed so far, these contain an aryl thioether with sulfur outside any ring.
SMILES	esBAF inh	RAD54 branch
C=CCn1c(CSc2nc3ccccc3s2)nnc1SCC(=O)NCc1ccco1	-8.4	-13.1
CCCn1c2ccccc2c2nnc(SCC(=O)Nc3cc(C)on3)nc21	-3.9	-0.7
Cc1ccccc1NC(=O)CSc1nnc(-c2ccccc2)n1-c1ccccc1	-6.4	4.5
CN(C)C(=O)CSc1nnc(C23CC4CC(CC(C4)C2)C3)o1	29.7	2.3
Cc1cc(NC(=O)CSc2cn(CCNC(=O)c3ccccc3)c3ccccc23)no1	47.0*	-1.7
COc1ccc(-n2c(SCC(N)=O)nc3nc4c(cc3c2=O)COC(C)(C)C4)cc1	0.1	0.2
COCCCn1c(SCc2cc(=O)[nH]c3ccccc23)nnc1-c1ccco1	-16.2	-13.2
CC(=O)c1c(C)[nH]c(C(=O)CSc2nnc(C3CCCCC3)n2N)c1C	8.5	-1.3
Cc1ccc(C(=O)CSc2nnc(-c3ccc4[nH]c(C)c(C)c4c3)o2)cc1C	-4.6	-6.6
CC(=O)CSc1nc2ccccc2s1	4.9	1.5
NC(=O)CSc1nc(-c2ccccc2)c(-c2ccccc2)o1	-2.6	-3.8
COc1ccc(-c2cc(C(F)(F)F)nc(SCC(=O)NCc3cccs3)n2)cc1	0.9	0.2
CCn1c(SCc2nc(-c3ccccc3)no2)nnc1-c1ccco1	14.1	5.9
Cc1cccc(OCCOCCSc2ncccn2)c1	28.4	-1.6

Not all compounds are listed; count on the stated rates, not on these rows.
